Platelet DG rel: inhibitors of platelet dense granule secretion, primary screen, cell-based, MLPCN, human platelets. human platelet-rich plasma, SFLLRN dense granule ATP release, luminescence. inhibition, %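 (compounds screened at 7.5 µM in platelet-rich plasma)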. hit rate 0.22% among 300,000. AID 1663, 2009;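 active = mean replicate score, as percent of positive control, at or above 50; inconclusive = mean below 50 but at least one replicate at or above 50; inactive = mean and every replicate below 50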
HSF1 inh: HSF1 inhibitors in luciferase reporter cells, primary screen, cell-based, NIH3T3, luminescence; AID 2098, 2009; NIH3T3-HGL HSE-luciferase, MG132-induced, luminescence 8 h; hits give low values; activity change, negative = inhibition, % at 7.5 µM (by protocol); hit rate 0.77% among 300,000;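 active = more than half of replicate wells show activity change below -50%, luminescence cut by over half; inconclusive = some wells, but at most half, below -50%; inactive = no replicate well below -50%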;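 also: luciferase reports HSF-1 transcriptional activity via heat shock element; 0% = median of DMSO wells and -100% = zero luminescence signal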
IEC-6 tox: cytotoxicity in IEC-6 intestinal epithelial cells, primary screen, cytotoxicity control for KLF5 inhibitor project, cell-based, luminescence. IEC-6 cytotoxicity, luminescence viability. AID 1825, 2009. hit rate 0.78% among 290,000. inhibition, % at 5 µM; in the data active = inhibition above about 22%;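 also: 0% = plate median of test compound wells and 100% = cytotoxic reference compound wells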
HSF1 activator: HSF-1 activators, primary screen, NIH3T3-HGL cells, MG132 stress, luminescence, single point. AID 504408, 2011. activation, % at 9 µM. NIH3T3-HGL HSF-1 luciferase reporter, 8 h; 100% = twice DMSO control signal. hit rate 1.7% among 300,000;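 active = mean replicate activation of at least 50% with a set share of replicates each reaching 50%; inconclusive = only one of those two conditions met; inactive = mean below 50% and too few replicates reaching it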;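 also: 0% = median of the neutral control wells and 100% = twice that signal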
AI-2 QS modul: Vibrio harveyi AI-2 quorum sensing modulators, primary screen, JMH597 strain, luminescence/OD600 ratio | Vibrio harveyi JMH597 AI-2 luminescence/OD600 ratio, 9 h; hits give low values; strain lacks LuxN and CqsS sensors; 0 = neutral-control median | activity change, % at 7.5 µM | hit rate 0.4% among 300,000 | AID 2094, 2009; in the data active = activity change below about -75%, passing the limit was not always enough; inconclusive = no clear call, values can overlap the other calls;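 also: luminescence divided by OD600 gain over 9 h not by final OD600 alone; inactives centre near 13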
KLF5 inhibitor: KLF5 expression inhibitors, primary screen, DLD-1 cells, luminescence | DLD-1 KLF5 promoter-luciferase reporter | inhibition, % at 5 µM | hit rate 0.23% among 290,000 | AID 1700, 2009;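 active = inhibition above a per-plate limit of that plate's mean compound inhibition plus 3 SD, cut at about 60% in these data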;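 also: 0% = DMSO wells and 100% = LY294002 at 200 µM; higher means less KLF5 promoter-driven luciferase light; inactives centre near -14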
HDAC3 inhib: HDAC3 deacetylase inhibitors, primary screen, biochemical, fluorescence, cell-free homogeneous. hit rate 0.15% among 320,000. inhibition, % at 8.3 µM. recombinant HDAC3, fluorogenic peptide/trypsin coupled; in the data active = inhibition above about 26%, passing the limit was not always enough; inconclusive = no clear call, values can overlap the other calls
Target sequence (O15379 whole entry, looked up): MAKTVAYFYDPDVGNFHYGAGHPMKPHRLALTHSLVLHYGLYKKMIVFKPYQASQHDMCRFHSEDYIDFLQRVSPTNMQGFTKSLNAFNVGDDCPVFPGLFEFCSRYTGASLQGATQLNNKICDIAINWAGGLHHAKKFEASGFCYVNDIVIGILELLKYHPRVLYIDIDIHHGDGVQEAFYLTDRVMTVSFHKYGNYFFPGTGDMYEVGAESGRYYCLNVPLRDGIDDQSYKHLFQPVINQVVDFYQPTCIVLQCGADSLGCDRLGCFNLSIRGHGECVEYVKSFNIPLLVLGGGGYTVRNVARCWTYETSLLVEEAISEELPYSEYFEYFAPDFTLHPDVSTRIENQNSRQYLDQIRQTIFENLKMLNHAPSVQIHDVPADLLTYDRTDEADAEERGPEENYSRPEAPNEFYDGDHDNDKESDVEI
HIF act: HIF pathway transcriptional activators, primary screen, cell-based, U2OS HRE-luciferase, luminescence; U2OS HRE-luciferase reporter; normalized: DMSO 0%, desferrioxamine 100%; activation, % at 7.5 µM (by protocol); hit rate 0.32% among 300,000;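 active = mean activation of at least 10% of the iron chelator positive control signal, with at least half of replicates also reaching 10%; inconclusive = mean and replicate majority disagree about reaching 10%; inactive = mean and most replicates under 10%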
HSP90 refold inh: HSP90 inhibitors, primary screen, cell lysate, luminescence; hit rate 0.91% among 290,000; AID 1789, 2009; inhibition, % at 5.6 µM; Rabbit reticulocyte lysate, luciferase refolding luminescence, 3 h; Heat shock protein HSP 90 (rabbit reticulocyte lysate; luciferase refolding);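 active = inhibition above the screen-wide mean plus 3 SD, computed separately per campaign, cut at about 16% in these data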;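 also: 0% = DMSO wells and 100% = 60 µM geldanamycin wells; inhibitors lower the luminescence because luciferase stays unfolded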
aSyn 5UTR inh: MLPCN primary screen, SNCA 5' untranslated region; alpha-synuclein 5'UTR reporter, inhibitor activity; hit rate 0.82% among 300,000; inhibition, % (tested at 7.5 µM); in the data active = inhibition above about 60%; inconclusive = no clear call, values can overlap the other calls;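 also: H4 neuroglioblastoma cells stably carrying SNCA 5'UTR luciferase fusion; 0% = DMSO wells and 100% = positive control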
* hit, by the source's call; u = inconclusive; x = not tested or not shown.

SMILES | Platelet DG rel | HSF1 inh | IEC-6 tox | HSF1 activator | AI-2 QS modul | KLF5 inhibitor | HDAC3 inhib | HIF act | HSP90 refold inh | aSyn 5UTR inh
Cn1cccc1C(=O)OCC(=O)Nc1ccc2c(c1)OCO2 | -4 | 10 | -1 | 6 | 15 | -80 | 8 | 2.8 | 4 | -101
COC(=O)CNC(=O)c1ccc2c(c1)S(=O)(=O)c1ccccc1C2=O | -3 | -1 | 9 | 2 | 7 | 7 | 5 | -0.3 | 4 | 4
O=C(CSc1nnc(CNC(=O)c2c(F)cccc2F)o1)NCCc1ccccc1 | -20 | 4 | -4 | -1 | 6 | -12 | 5 | -0.4 | 2 | 6
CCOc1ccc(-c2ccc(SCC(=O)NC3CCCCC3)nn2)cc1 | 0 | 27 | -5 | 43 | 20 | -69 | 4 | 3.2 | -2 | -69
Cc1nn(-c2ccccc2)c(Cl)c1/C=N/Nc1nc2ccccc2[nH]1 | 10 | 0 | -1 | 27 | 14 | -82 | x | 0.2 | -3 | -6
COc1ccccc1NC(=O)c1c(C)nc2ccccc2c1C(=O)O | 0 | x | 1 | x | 1 | -32 | -2 | x | -1 | -17
Oc1ccc(C2=NN(c3ccccc3)C(c3ccc(F)cc3)C2)cc1 (stereo unspecified) | 18 | -75* | 4 | -80 | 109 | -4 | -4 | 0.3 | 1 | -5
COc1ccccc1NC(=O)Nn1cnnc1 | 4 | -11 | 2 | -11 | 12 | 1 | -9 | -0.2 | 8 | 23
Cc1ccn(CCNC(=O)C2CCC(=O)N(Cc3ccc(Cl)cc3)C2)n1 (stereo unspecified) | 5 | 4 | -1 | 7 | 12 | -15 | -9 | 0.7 | -1 | -8
CCCCCCC(O)(c1ccccc1)C(CN1CCOCC1)c1ccccc1 (stereo unspecified) | -3 | 6 | -11 | 12 | 17 | -11 | 23 | -1.1 | 0 | 7
CC1CC(C)CN(C(=O)CNS(=O)(=O)c2cccs2)C1 (stereo unspecified) | -4 | 2 | 3 | 10 | 19 | -20 | -1 | 0.1 | -3 | -3
CC(C)(C)OC(=O)N1CCC[C@H]1c1nnc(SCC(=O)Nc2ccc(Br)cc2)o1 | -2 | -5 | 4 | 1 | 28 | 17 | 2 | 1.3 | 2 | 14
CC(=O)NC(Cc1ccc(C(C)C)cc1)C(=O)NC1CCN(C(=O)c2cccc(C)c2)CC1 (stereo unspecified) | -11 | 3 | -2 | 3 | 12 | -3 | -4 | -1.1 | 4 | 4
Cn1ccc(C(=O)NC(=S)N2CCSCC2)n1 | 13 | -7 | 2 | 6 | 31 | -14 | -10 | 0.3 | 5 | -6
Cc1oc(-c2ccccc2Cl)nc1CS(=O)CC(=O)NC1CC1 (stereo unspecified) | -4 | 17 | -2 | 46 | 2 | -36 | -2 | 0.1 | -6 | -14
CCn1c(=O)c(C(=O)CN2CCc3ccccc32)c(N)n(Cc2ccccc2)c1=O | 12 | 3 | -7 | -16 | 8 | -12 | 3 | -0.3 | -2 | 5
Cc1cc(C)c2c(-n3cccc3)c(C(=O)NNS(=O)(=O)c3ccc(Cl)cc3)sc2n1 | 1 | 13 | -7 | 29 | 26 | -10 | -7 | 0.1 | 0 | 14
CN(Cc1ncc[nH]1)C(=O)CC1C(=O)NCCN1Cc1c(F)cccc1Cl (stereo unspecified) | 1 | -5 | 3 | -19 | -3 | -22 | -5 | -0.3 | 3 | 8
CCCC(=O)NCc1ccc2c(c1)cc(C)n2C | -2 | 3 | 2 | 32 | 26 | -9 | 5 | 0.0 | 0 | 7
FC(F)(F)c1ccc(Cl)c(NC(=S)N/N=C/c2ccccc2Cl)c1 | 7 | -7 | 10 | 21 | -4 | -26 | 1 | 1.4 | 3 | -15
Cc1ccc(N2CC(NC(=O)C3CC3)CC2=O)cc1 (stereo unspecified) | 8 | 0 | x | -15 | 16 | x | -5 | 0.2 | x | 6
CC(CN1C(C)CCCC1C)OC(=O)c1cccc(Br)c1 (stereo unspecified) | -7 | 4 | 5 | -17 | 4 | -7 | -1 | 0.0 | 3 | 14
COc1ccc(C2=NS(=O)(=O)N(C)C(C(=O)NCc3ccccn3)=C2)cc1 | 3 | -6 | -1 | 8 | -2 | -34 | 2 | -0.2 | -5 | 13
CCNC(=S)N(Cc1ccc2c(c1)OCO2)C1CC(=O)N(c2ccc(F)cc2)C1=O (stereo unspecified) | 23 | 4 | 1 | -12 | 35 | -14 | 1 | -0.2 | 1 | 35
CCc1cccc(NS(=O)(=O)c2csc(C(N)=O)c2)c1 | -10 | -3 | 0 | 13 | 7 | -27 | 6 | 0.0 | 0 | 3

Later entries.
SMILES | Platelet DG rel | HSF1 inh | IEC-6 tox | HSF1 activator | AI-2 QS modul | KLF5 inhibitor | HDAC3 inhib | HIF act | HSP90 refold inh | aSyn 5UTR inh
O=c1c2ccccc2c(C=NCCCN2CCOCC2)c(O)n1Cc1ccc2c(c1)OCO2 | 0 | 6 | -10 | 0 | 15 | 9 | 5 | -0.3 | -3 | 14
CCc1ccc(Nc2nnc(SCC(=O)Nc3ccc(C(=O)O)cc3)s2)cc1 | 5 | -3 | 1 | 9 | 14 | -22 | 0 | -0.1 | -1 | 23
CC(NC(=O)CCSc1nc(-c2ccc3c(c2)OCO3)cc(C(F)(F)F)n1)c1ccccc1 (stereo unspecified) | -1 | 9 | 7 | 2 | 6 | 6 | -1 | -0.9 | 3 | 6
CC[n+]1ccc2cc(OC)c(OC)cc2c1Cc1ccc(OC)c(OC)c1 | -3 | -9 | 5 | -1 | 16 | -18 | 3 | 0.1 | 1 | -9
CC(=O)N1CCN(C(=O)COc2ccc(N(C)S(=O)(=O)c3cccs3)cc2)CC1 | 2 | -4 | 4 | 0 | 33 | -1 | -1 | -0.9 | 2 | 6
COc1ccc(-n2c(-c3ccc(Cl)cc3)c[n+]3c2CCc2ccccc2-3)cc1 | -5 | 4 | 10 | -9 | 2 | 0 | 0 | 1.0 | -2 | -15
COc1ccc(C(CC(=O)NCc2ccco2)c2ccc(F)cc2)cc1 (stereo unspecified) | -2 | 0 | 5 | 20 | 20 | -24 | 1 | -1.1 | 4 | 20
O=C(Nc1ccccc1)c1cc2n(n1)C(C(F)(F)F)CC(C1CC1)N2 (stereo unspecified) | 9 | x | 3 | x | 14 | -112 | 1 | 2.7 | 11 | -168
CCOC(=O)C1=NN(C(=O)c2ccccc2)C(O)(c2ccc(C)cc2)C1 (stereo unspecified) | 1 | 227 | 3 | 318* | 23 | -9 | -3 | 0.3 | 2 | 8
Cc1cccc(CCNC(=O)C2CCCN(S(=O)(=O)c3cnc[nH]3)C2)c1 (stereo unspecified) | -3 | 0 | 6 | -7 | 35 | 6 | -1 | x | 6 | -6
Cc1ccc(C(=O)N/N=C2/NC(=O)CC(C(=O)Nc3ccccc3)S2)cc1 (stereo unspecified) | 15 | -2 | -3 | 32 | 59 | -17 | 0 | -0.4 | 3 | -11
Cc1ccc(/C=C/C(=O)Nn2cnnc2)cc1 | 8 | 13 | 0 | 26 | 0 | -60 | -3 | 0.4 | 2 | -3
CC/C(=N\NC(=O)c1ccc2c(c1)OCO2)c1ccccc1 | 0 | 7 | 14 | 0 | 10 | -49 | u | 1.8 | -3 | -10
CC(=O)N1NC(=Nc2ccccc2)SC1(C)C | 17 | 4 | 1 | -4 | 18 | -5 | 0 | -0.3 | -1 | 4
O=C(C(=O)N1CCCCC1)c1c(-c2ccccc2)[nH]c2ccccc12 | -12 | -3 | 0 | 8 | 16 | 0 | 3 | 0.0 | 8 | 1
Cn1c(=O)c2c(nc(CN3CCN(C(c4ccccc4)c4ccccc4)CC3)n2CC(N)=O)n(C)c1=O | -3 | x | 4 | x | 13 | 1 | 5 | x | -2 | x
COc1cc(OC)cc(-c2nn[nH]n2)c1 | 23 | -5 | -5 | 2 | 14 | -26 | -6 | -0.5 | -2 | 13
CCC(C)NC(=O)CN1C(=O)C(CC)Sc2ccccc21 (stereo unspecified) | 5 | -5 | -4 | 7 | 42 | -23 | -1 | -0.2 | -3 | 5
Cc1ccc(CNC(=O)CSc2nc3ccccc3[nH]2)cc1 | -2 | 3 | 0 | 4 | 7 | -4 | 1 | 1.0 | 2 | -1
Cc1cc(C)c(NS(=O)(=O)c2c(C(=O)N3CCOCC3)c(C)n(C)c2C)c(C)c1 | -6 | -11 | 1 | -3 | 36 | -31 | -7 | x | 0 | 16
COc1cccc(NC(=O)CN(C)CC(=O)Nc2ccc(Br)cc2)c1 | 14 | 7 | -1 | 26 | 1 | -26 | -5 | -0.2 | -3 | -2
O=S(=O)(c1ccc(Br)cc1)n1c(Cc2ccccc2)nc2ccccc21 | -2 | x | -5 | x | 71 | -25 | -1 | x | 2 | 6

Rewritten tab-delimited: 4 of the compounds above
SMILES	Platelet DG rel	HSF1 inh	IEC-6 tox	HSF1 activator	AI-2 QS modul	KLF5 inhibitor	HDAC3 inhib	HIF act	HSP90 refold inh	aSyn 5UTR inh
COc1ccc(C(CC(=O)NCc2ccco2)c2ccc(F)cc2)cc1 (stereo unspecified)	-2	0	5	20	20	-24	1	-1.1	4	20
O=C(Nc1ccccc1)c1cc2n(n1)C(C(F)(F)F)CC(C1CC1)N2 (stereo unspecified)	9	x	3	x	14	-112	1	2.7	11	-168
CCOC(=O)C1=NN(C(=O)c2ccccc2)C(O)(c2ccc(C)cc2)C1 (stereo unspecified)	1	227	3	318*	23	-9	-3	0.3	2	8
Cc1cccc(CCNC(=O)C2CCCN(S(=O)(=O)c3cnc[nH]3)C2)c1 (stereo unspecified)	-3	0	6	-7	35	6	-1	x	6	-6

Some of these compounds in order of the Platelet DG rel value, high to low:
smiles	Platelet DG rel
CC(=O)N1NC(=Nc2ccccc2)SC1(C)C	17
CCc1ccc(Nc2nnc(SCC(=O)Nc3ccc(C(=O)O)cc3)s2)cc1	5
CC(=O)N1CCN(C(=O)COc2ccc(N(C)S(=O)(=O)c3cccs3)cc2)CC1	2
CC(NC(=O)CCSc1nc(-c2ccc3c(c2)OCO3)cc(C(F)(F)F)n1)c1ccccc1 (stereo unspecified)	-1
COc1ccc(C(CC(=O)NCc2ccco2)c2ccc(F)cc2)cc1 (stereo unspecified)	-2

From PubChem
